Bioassay records from PubChem.
S1P2 antag – blocks the human S1P2 receptor. 97,000 compounds, 0.21% hits. inhibition, % at 5 µM. AID 736. O95136. cell-based S1P2 antagonist assay, inhibition at 5 uM; in the data active = inhibition above about 45%;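 also: CRE beta-lactamase reporter cells expressing human S1P2 stimulated with S1P; 0% = agonist at EC80 alone and 100% = agonist plus reference antagonist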
Target sequence (O95136 whole entry, looked up): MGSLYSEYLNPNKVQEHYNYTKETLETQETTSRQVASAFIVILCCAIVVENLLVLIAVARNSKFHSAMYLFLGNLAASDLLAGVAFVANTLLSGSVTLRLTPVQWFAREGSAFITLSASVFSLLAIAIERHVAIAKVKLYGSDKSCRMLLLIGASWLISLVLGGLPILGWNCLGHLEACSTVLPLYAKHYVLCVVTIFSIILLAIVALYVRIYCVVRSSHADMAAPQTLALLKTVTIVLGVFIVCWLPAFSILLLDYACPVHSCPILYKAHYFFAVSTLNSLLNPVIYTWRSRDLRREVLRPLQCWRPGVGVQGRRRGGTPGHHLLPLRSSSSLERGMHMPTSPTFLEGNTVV
hDAT+cocaine – changed human dopamine transporter uptake under cocaine IC80 | Q01959 | LLC-PK1 hDAT cells, [14C]-dopamine uptake with cocaine IC80; actives deviate in either direction | B-score at 10 µM | 110,000 compounds, 1.3% hits;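 active = Z score or B-score, a plate-position-corrected score, falls beyond the plate's 99.7% confidence bounds, in either direction; inactive = both scores lie inside the 99.7% bounds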;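 also: scored against the spread of the other compound wells on the same plate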
S1P2 agonist – activates the human S1P2 receptor; AID 729; 97,000 compounds, 0.46% hits; S1P2-expressing cell line, agonist reporter read-out; O95136; activation, % at 4.5 µM; in the data active = activation above about 16%;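 also: 0% = vehicle low control and 100% = maximal reference agonist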
* marks the source's active call; other numbers are inactive results.

(1) CCOC(=O)c1ccc(NC(=S)NNC(=O)C2(C)CC2(Cl)Cl)cc1 (configuration not stated)
(2) Cc1ccc(NC(=O)CC2Nc3ccccc3NC2=O)cc1Cl (configuration not stated)
(3) Cc1ccc(S(=O)(=O)N/N=C/c2ccc(OCC(=O)NC(C)C)cc2)cc1
(4) CC(C)CC(=O)NC(=S)N1CCCCCC1
(5) CCOC(=O)C1=C(C)NC(C)=C(C(=O)OCC)C1c1nc2ccccc2[nH]1
(6) CCC(C)c1ccc(NC(=S)Nc2ccc(OC)c(OC)c2)cc1 (configuration not stated)
(7) CCOC(=O)c1c(-c2cccc([N+](=O)[O-])c2)csc1NC(=O)CCCOc1ccccc1OC
(8) COC(=O)c1ccc(NC(=S)NCCc2ccccc2)cc1

| Compound | 1 | 2 | 3 | 4 | 5 | 6 | 7 | 8 |
| --- | --- | --- | --- | --- | --- | --- | --- | --- |
| hDAT+cocaine | 0.599 | 1.75 | 1.29 | 0.367 | -1.3 | -0.186 | -0.58 | 1.88 |
| S1P2 agonist | -5.1 | 5.6 | -3.6 | -5.0 | -1.6 | -1.6 | 0.1 | -2.7 |
| S1P2 antag | 8.7 | -4.4 | 24.1 | 10.1 | -4.6 | 6.9 | 3.7 | 15.3 |

(9) COc1cc(OC)cc(C(=O)NNC(=O)NC2CCCCC2)c1
(10) C/C(=N\Nc1cc(-c2ccccc2)nc(-c2ccc(Br)cc2)n1)c1cccc(N)c1
(11) CC(C)(C(=O)c1ccccc1)/[N+]([O-])=C/c1ccc(F)cc1
(12) CC(C)CC(=O)N1CCN(c2ccc([N+](=O)[O-])c(NCc3ccccc3)c2)CC1
(13) COc1ccc(-c2cc(CN3C(=O)c4ccccc4C3=O)on2)cc1
(14) COC(=O)c1ccc(NC(=S)Nc2ccccn2)cc1
(15) COc1ccc(NC(=O)CSC2=C(C#N)C(c3ccco3)C(C(=O)Nc3nc4ccccc4s3)=C(C)N2)cc1 (configuration not stated)
(16) O=C1CC(Sc2nnnn2C2CCCCC2)C(=O)N1c1ccccc1 (configuration not stated)

| Compound | 9 | 10 | 11 | 12 | 13 | 14 | 15 | 16 |
| --- | --- | --- | --- | --- | --- | --- | --- | --- |
| hDAT+cocaine | -0.0302 | 0.0242 | -0.74 | 1.83 | -0.488 | -0.502 | 0.224 | -0.162 |
| S1P2 agonist | -5.6 | -2.9 | -1.2 | -3.6 | -3.4 | -1.9 | 1.6 | 0.0 |
| S1P2 antag | 13.3 | 3.5 | 9.4 | 14.4 | 7.6 | 11.2 | 0.6 | 6.3 |

(17) COc1ccc(S(=O)(=O)NCC2CCC(C(=O)N3CCC4(CC3)OCCO4)CC2)cc1 (configuration not stated)
(18) COC(=O)c1ccccc1NC(=S)NC(=O)COc1ccc(C)cc1
(19) O=C(Nc1ccccc1Sc1ccccc1)c1ccccc1F
(20) Cc1c(Cl)cccc1NC(=O)Nc1ccn(C)n1
(21) CCOC(=O)C1=C(C)Nc2nnnn2C1c1c[nH]c2ccccc12 (configuration not stated)
(22) O=C(Nc1ccc(NC(=S)NC(=O)c2ccccc2Cl)cc1)c1cccc(Cl)c1
(23) O=C(NC1CCCCC1)N1CCN(Cc2nc3ccccc3c(=O)[nH]2)CC1
(24) CCCC(=O)Nc1ccc(C(=O)NCc2ccccc2Cl)cc1

| Compound | 17 | 18 | 19 | 20 | 21 | 22 | 23 | 24 |
| --- | --- | --- | --- | --- | --- | --- | --- | --- |
| hDAT+cocaine | -0.316 | -0.319 | -1.26 | 0.428 | -0.00281 | 0.35 | -0.383 | -0.61 |
| S1P2 agonist | -1.3 | -1.3 | -1.4 | -3.7 | -5.6 | -2.8 | -4.9 | -1.7 |
| S1P2 antag | 23.1 | 9.2 | -2.1 | 12.8 | -9.4 | 30.6 | 3.4 | 9.9 |

Given bar-delimited: 2 of the compounds above
nr | Compound | hDAT+cocaine | S1P2 agonist | S1P2 antag
24 | CCCC(=O)Nc1ccc(C(=O)NCc2ccccc2Cl)cc1 | -0.61 | -1.7 | 9.9
19 | O=C(Nc1ccccc1Sc1ccccc1)c1ccccc1F | -1.26 | -1.4 | -2.1

Remaining list, next part
(25) Clc1ccc(SCc2cc(Cl)nc(-c3ccccc3)n2)cc1
(26) COCC(=O)Nc1nc(-c2ccccc2)ns1
(27) CCCOc1ccc(NC(=O)CC2C(=O)N(C)C(=S)N2Cc2cccs2)cc1 (configuration not stated)
(28) Cc1cc(C)c(NC(=O)C2CSCCS2)c(C)c1 (configuration not stated)
(29) CC(Oc1ccc(Cl)cc1Cl)C(=O)Nc1ncccn1 (configuration not stated)
(30) CC(C)(C(=O)c1ccccc1)/[N+]([O-])=C/c1ccccc1F
(31) Cc1ccc(S(=O)(=O)N(CC(=O)NCCSCc2ccco2)c2cc(C)ccc2C)cc1

| Compound | 25 | 26 | 27 | 28 | 29 | 30 | 31 |
| --- | --- | --- | --- | --- | --- | --- | --- |
| hDAT+cocaine | 0.765 | 0.082 | 0.211 | -0.42 | 2.24 | -0.234 | -0.233 |
| S1P2 agonist | -0.3 | -1.5 | -7.5 | -2.2 | -1.4 | 0.7 | -5.8 |
| S1P2 antag | 9.3 | -2.1 | 12.9 | 1.6 | 0.8 | 9.1 | -5.2 |

Another view of part of the listing above:
Sequence of screens: hDAT+cocaine, S1P2 agonist, S1P2 antag
26	COCC(=O)Nc1nc(-c2ccccc2)ns1
 : 0.082, -1.5, -2.1
27	CCCOc1ccc(NC(=O)CC2C(=O)N(C)C(=S)N2Cc2cccs2)cc1 (configuration not stated)
 : 0.211, -7.5, 12.9
28	Cc1cc(C)c(NC(=O)C2CSCCS2)c(C)c1 (configuration not stated)
 : -0.42, -2.2, 1.6
29	CC(Oc1ccc(Cl)cc1Cl)C(=O)Nc1ncccn1 (configuration not stated)
 : 2.24, -1.4, 0.8
30	CC(C)(C(=O)c1ccccc1)/[N+]([O-])=C/c1ccccc1F
 : -0.234, 0.7, 9.1
31	Cc1ccc(S(=O)(=O)N(CC(=O)NCCSCc2ccco2)c2cc(C)ccc2C)cc1
 : -0.233, -5.8, -5.2

The list is partial, so the mix of outcomes need not match the whole.
